# b-catenin transl – alters nuclear translocation of beta-catenin in HeLa cells; AID 1665; immunofluorescence imaging; 190,000 compounds, 0.3% hits; nuclear translocation activity, % at 5 µM;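 active = nuclear translocation activity above 50% at 5 µM, with a well cell count of 50 or more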;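 note: per-cell ratio of nuclear to cytoplasmic median beta-catenin stain intensity; plate controls were DMSO negative control for no effect and GSK-3 inhibitor IX positive control for full effect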
#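 System: Human HeLa cells, endogenous beta-catenin | Compound dosing: 5 µM primary, 0.02–20 µM confirmation | Timing: 24 h compound exposure at 37°C, 5% CO2 | Measured by: Fluorescence imaging of beta-catenin antibody stain plus DAPI | Read-out basis: % activation of per-cell nuclear versus cytoplasmic median beta-catenin signal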
# Autophagy mod – modulators of autophagy; MEF GFP-LC3 puncta imaging; test concentration mostly 10 µM; calls only at 10 µM (by protocol); 190,000 compounds, 0.98% hits;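 active = percentage of spot-positive cells more than 3 SD above its plate mean, without a fluorescence outlier flag or 80% toxicity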;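 note: spot-positive cell cutoff set from DMSO-treated cells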
# Dynein transport – dynein cargo transport inhibition. 3617.4 mouse cells, GR-EGFP nuclear translocation imaging; test concentration mostly 20 µM; stimulated with dexamethasone, 1 µM; stronger effect = lower value. z-score, hits read low. 220,000 compounds, 0.47% hits. AID 1381;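 active = plate z-score of nuclear minus cytoplasmic receptor signal below a set negative limit, without overly bright fluorescence or cell loss, cut at about -3.5 in these data, passing the limit was not always enough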;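 note: z-score of nuclear minus cytoplasmic ring GR-EGFP intensity difference per well; some compounds called inactive have numbers as strong as hits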
#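 Also added: dexamethasone, 1.0 µM final. Medium: tet-free, stripped-serum medium. Detection: fixed, Hoechst-stained cells imaged at 10x for EGFP. Read-out: nuclear-to-cytoplasmic GR-EGFP distribution per well. Times: induction 48 h, compound 1 h, agonist 30 min.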
# T cell HTS – modulates CD8 T cell binding to vesicles; 2C CD8+ T cell-vesicle binding, flow cytometry; stronger effect = lower value; calls only at 7 µM; 330,000 compounds, 0.068% hits; AID 2052;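 active = response, share of CD8 T cells binding vesicles, and their 90th percentile fluorescence all below set limits, cut at about 80% in these data, passing the limit was not always enough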
#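 incubation = binding step 1.5 h, 37 °C, antibody labelling 20 min, ice | test system = 2C mouse CD8+ T cells | read-out basis = percent CD8+ FL2 mean versus row control | controls = Peptide-free naked vesicles (low) and QL9 vesicles with 0.7% DMSO vehicle (high) | detection = flow cytometry of vesicle-bound cells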
# WT yeast gro inh – growth inhibition of WT yeast, mitochondrial fusion screen | mitochondrial fusion phenotypic screen, WT strain | inhibition, % at 10 µM | AID 1362 | 190,000 compounds, 2.1% hits; in the data active = inhibition above about 58%; tested in S. cerevisiae
# MT stabilize HCS – stabilizes microtubules in HeLa cells. 200,000 compounds, 0.83% hits. HeLa tubulin immunostaining HCS, 24 h; share of cells brighter than vehicle mean+2SD. % tubulin-high responders, % at 10 µM;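 active = plate Z-score above 3 for both tubulin-high and condensed-nucleus cell shares, with cell loss under 80%, at 10 µM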;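 note: anti alpha tubulin signal scored within the nucleus-defined area of each cell; some results filed as inactive read as strong as hits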
# Yfh1-off respiration – enhancers of respiration in Yfh1-depleted yeast, dose response, Friedreich's ataxia, plus single-dose screen (AID 1465); S. cerevisiae Yfh1-off respiration, WST-1 reduction, 72 h; higher fold induction means a stronger effect; one-dose fold induction at 50 µM; EC50 in µM for titrated hits; 220,000 compounds, 0.074% hits;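 active = fold induction of absorbance versus untreated yeast above a set limit, then at least 30% activation at any dose in follow-up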;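 note: activators that raise dye reduction in frataxin-depleted yeast; strong numbers were not always called active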
# M1AAP inhibition – P. falciparum M1AAP inhibitors, biochemical, fluorogenic H-Leu-NHMec substrate, 1536-well (AID 1445); one-dose inhibition, % at 30 µM; IC50 in µM for titrated hits; recombinant M1AAP, H-Leu-NHMec fluorogenic kinetic assay; higher % means a stronger effect; 220,000 compounds, 0.42% hits;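 active = primary inhibition above the hit cutoff, then over 50% inhibition at one or more dose response concentrations, cut at about 23% in these data, passing the limit was not always enough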;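 note: plate controls were DMSO full reaction for no effect and no enzyme background for full effect; strong numbers were not always called active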
# M17LAP inhibition – P. falciparum M17LAP inhibitors, primary screen, biochemical, fluorogenic H-Leu-NHMec substrate, 1536-well (AID 1619); 220,000 compounds, 0.38% hits; one-dose inhibition, % at 30 µM; IC50 in µM for titrated hits; recombinant M17LAP, H-Leu-NHMec fluorogenic kinetic assay; higher % means a stronger effect;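 active = compound inhibiting the enzyme by more than half at any dose during confirmatory dose-response retesting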;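 note: plate controls were full reaction with DMSO carrier for no effect and no enzyme background for full effect; strong numbers were not always called active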
# WT yeast gro inh mutant strain – also measured in WT yeast gro inh; calls as there; inhibition, %; mitochondrial fusion phenotypic screen, mutant strain inhibition
# Dynein transport cytoplasmic EGFP – further read-out of Dynein transport, marked with its call; z-score; measured here: cytoplasmic GR-EGFP intensity; stronger effect = higher value
# Dynein transport nuclear GR-EGFP – further read-out of Dynein transport, marked with its call; z-score; measured here: nuclear GR-EGFP intensity;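 lower value marks the stronger effect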
# Dynein transport cell count – further read-out of Dynein transport, marked with its call; z-score; measured here: cell count per field
# b-catenin transl cell count 5 µM – second read-out of b-catenin transl, no call of its own (marks repeat the call); cell count; measured here: cell count, cytotoxicity flag
# T cell HTS vesicle-bound % – recorded beside T cell HTS, whose call it bears; double positive events, %; measured here: CD8+ vesicle-bound cell fraction;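 binding gate set so that unloaded-vesicle control wells show 10% double positive cells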
# MT stabilize HCS Hoechst-high % – also measured in MT stabilize HCS; calls as there; % Hoechst-high responders; measured here: nuclear condensation Hoechst responders;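 share of cells brighter than vehicle mean plus two SD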
# MT stabilize HCS cytotoxicity % – also measured in MT stabilize HCS; calls as there; toxicity, %; measured here: cytotoxicity by cell density;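 0% = mean cell density of plate MIN control wells and 100% = no cells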
# Autophagy mod cell loss 18 h – further read-out of Autophagy mod, marked with its call; toxicity, %; measured here: cell loss, nuclei count;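 cell loss after 18 h compound exposure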
# Active calls of the source: *; i = inactive; . = not tested or not shown.
# Labels used below – A = b-catenin transl; B = b-catenin transl cell count 5 µM; C = Autophagy mod; D = Autophagy mod cell loss 18 h; E = Dynein transport; F = Dynein transport cytoplasmic EGFP; G = Dynein transport nuclear GR-EGFP; H = Dynein transport cell count; I = T cell HTS; J = T cell HTS vesicle-bound %; K = WT yeast gro inh; L = WT yeast gro inh mutant strain; M = MT stabilize HCS; N = MT stabilize HCS Hoechst-high %; O = MT stabilize HCS cytotoxicity %; P = Yfh1-off respiration; Q = M1AAP inhibition; R = M17LAP inhibition
CCOC(=O)c1c(C)oc(C)c(C(=O)OCC)c1=O
  A = -0.7 | B = 1341 | C = . | D = . | E = -0.29 | F = -0.28 | G = -0.19 | H = 0.8 | I = i | J = 36 | K = . | L = . | M = . | N = . | O = . | P = i | Q = -3% | R = -2%
N#CC1=C(N)Oc2n[nH]c(-c3cccs3)c2C1c1ccncc1 (stereo unspecified)
  A = 0.0 | B = 1023 | C = i | D = -7 | E = -0.86 | F = -0.14 | G = -0.64 | H = 1.2 | I = i | J = 23 | K = 7 | L = -3 | M = 2.8 | N = 2.0 | O = 6.2 | P = i | Q = 2% | R = 26%
NC(=S)N/N=C/c1ccc(-c2ccc(SC(F)F)cc2)o1
  A = 1.8 | B = 1239 | C = . | D = . | E = 0.92 | F = -0.2 | G = 1.2 | H = -0.98 | I = i | J = 61 | K = . | L = . | M = . | N = . | O = . | P = i | Q = 0% | R = -8%
CCCc1[nH]n(-c2ccc([N+](=O)[O-])cc2)c(=O)c1C(C)=NCc1ccncc1
  A = 0.8 | B = 1362 | C = . | D = . | E = -0.3 | F = -0.17 | G = 0.31 | H = 0.14 | I = i | J = 13 | K = . | L = . | M = . | N = . | O = . | P = i | Q = 11% | R = 32%
O=C(CN1C(=O)NC2(CCCCCCC2)C1=O)NCc1cccs1
  A = -0.3 | B = 1088 | C = i | D = 12 | E = 1.4 | F = -0.014 | G = 1.2 | H = -1.3 | I = i | J = 59 | K = -1 | L = -5 | M = 2.9 | N = 2.2 | O = 6.9 | P = i | Q = -6% | R = 4%
Cc1c(C(=O)NCc2ccccn2)oc2ccc(S(=O)(=O)N3CCC4(CC3)OCCO4)cc12
  A = -0.1 | B = 1080 | C = i | D = -13 | E = -0.7 | F = -0.19 | G = -0.32 | H = 0.5 | I = i | J = 41 | K = -7 | L = -36 | M = 3.4 | N = 3.4 | O = 9.8 | P = i | Q = 0% | R = 9%
Cc1ccc(NC(=O)c2cc([N+](=O)[O-])ccc2NCc2cccnc2)cc1
  A = 0.5 | B = 1427 | C = i | D = -3 | E = -0.72 | F = -0.2 | G = -0.44 | H = 0.37 | I = i | J = 29 | K = -16 | L = 15 | M = 1.8 | N = 1.7 | O = 8.5 | P = i | Q = 10% | R = 13%
CC(=O)Nc1ncc(Cc2ccc(Cl)cc2Cl)s1
  A = 0.3 | B = 1583 | C = i | D = 10 | E = 0.18 | F = -0.31 | G = 0.29 | H = 0.42 | I = i | J = 55 | K = 30 | L = 59 | M = 2.3 | N = 1.1 | O = 1.4 | P = i | Q = 3% | R = 3%
CC1C(=O)C(C)C(c2ccco2)NC1c1ccco1 (stereo unspecified)
  A = 0.4 | B = 1078 | C = i | D = 3 | E = -0.38 | F = -0.23 | G = 0.41 | H = 0.36 | I = i | J = 14 | K = -5 | L = 4 | M = 3.1 | N = 1.8 | O = 7.3 | P = i | Q = -6% | R = -3%
Cc1c(/C=N/NC(=O)c2cc(C(C)(C)C)[nH]n2)c2ccccc2n1C
  A = 1.5 | B = 1258 | C = . | D = . | E = -0.33 | F = -0.16 | G = -0.054 | H = 0.57 | I = i | J = 28 | K = . | L = . | M = . | N = . | O = . | P = i | Q = 4% | R = 10%
O=C(COc1ccc(S(=O)(=O)Nc2ccccc2)cc1)N1CCOCC1
  A = -1.6 | B = 1068 | C = i | D = 4 | E = 0.24 | F = -0.27 | G = -0.044 | H = -0.19 | I = i | J = 21 | K = 16 | L = 3 | M = 2.5 | N = 3.1 | O = 5.2 | P = i | Q = 4% | R = 0%
CC(C)NC(=O)c1noc2cc([N+](=O)[O-])ccc12
  A = . | B = . | C = i | D = 2 | E = 0.0011 | F = -0.23 | G = -0.55 | H = 0.13 | I = i | J = 16 | K = 0 | L = 1 | M = 0.9 | N = 2.0 | O = 8.7 | P = i | Q = 0% | R = -1%

# In the list so far, 4 have four or more nitrogen atoms:
# Labels used below – A = b-catenin transl; B = b-catenin transl cell count 5 µM; C = Autophagy mod; D = Autophagy mod cell loss 18 h; E = Dynein transport; F = Dynein transport cytoplasmic EGFP; G = Dynein transport nuclear GR-EGFP; H = Dynein transport cell count; I = T cell HTS; J = T cell HTS vesicle-bound %; K = WT yeast gro inh; L = WT yeast gro inh mutant strain; M = MT stabilize HCS; N = MT stabilize HCS Hoechst-high %; O = MT stabilize HCS cytotoxicity %; P = Yfh1-off respiration; Q = M1AAP inhibition; R = M17LAP inhibition
N#CC1=C(N)Oc2n[nH]c(-c3cccs3)c2C1c1ccncc1 (stereo unspecified)
  A = 0.0 | B = 1023 | C = i | D = -7 | E = -0.86 | F = -0.14 | G = -0.64 | H = 1.2 | I = i | J = 23 | K = 7 | L = -3 | M = 2.8 | N = 2.0 | O = 6.2 | P = i | Q = 2% | R = 26%
CCCc1[nH]n(-c2ccc([N+](=O)[O-])cc2)c(=O)c1C(C)=NCc1ccncc1
  A = 0.8 | B = 1362 | C = . | D = . | E = -0.3 | F = -0.17 | G = 0.31 | H = 0.14 | I = i | J = 13 | K = . | L = . | M = . | N = . | O = . | P = i | Q = 11% | R = 32%
Cc1ccc(NC(=O)c2cc([N+](=O)[O-])ccc2NCc2cccnc2)cc1
  A = 0.5 | B = 1427 | C = i | D = -3 | E = -0.72 | F = -0.2 | G = -0.44 | H = 0.37 | I = i | J = 29 | K = -16 | L = 15 | M = 1.8 | N = 1.7 | O = 8.5 | P = i | Q = 10% | R = 13%
Cc1c(/C=N/NC(=O)c2cc(C(C)(C)C)[nH]n2)c2ccccc2n1C
  A = 1.5 | B = 1258 | C = . | D = . | E = -0.33 | F = -0.16 | G = -0.054 | H = 0.57 | I = i | J = 28 | K = . | L = . | M = . | N = . | O = . | P = i | Q = 4% | R = 10%

# Compound activity: PubChem, several laboratories
